# ERK EGF block: inhibitors of EGF-stimulated ERK signaling pathway; HEK293-V1b, EGF-stimulated phospho-ERK AlphaScreen; Potency, µM (series often up to 11.5 µM), for inactives: top-dose activity change, negative = inhibition, actives largely listed as inhibitors; actives 0.41% (n = 130,000); AID 1454; active = well fitted inhibition curve with a large enough effect; inconclusive = small, poorly fitted or top-dose-only effect, or effect the other way;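 also: plate controls were stimulated vehicle wells for no effect and unstimulated vehicle basal for full effect; nearly all actives have a fitted effect of over 55% in size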
#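 Cell line HEK293 (stable V1b), low serum overnight. Pretreatment: compound 30 min, 37C. EGF 25 nM, 5 min. Detection: SureFire AlphaScreen, 5 h RT. AC50 via standard Hill equation.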
# An asterisk follows results filed as active; ? = inconclusive; [ ] = remark or other dose. Potency is read from the fitted curve at half-maximal effect.
no.	smiles	ERK EGF block
1	Cc1nnc(NC(=O)CSc2nc(CC(C)C)nc3c2c(=O)n(C)c(=O)n3C)s1	-7%
2	CC1=NN(C(=O)c2ccc(Cn3cc(Br)c([N+](=O)[O-])n3)o2)C(O)(C(F)(F)F)C1 (stereo unspecified)	-4%
3	COCc1cc(C)nc(OCC(=O)N/N=C/c2ccc(OC)c(OC)c2)c1C#N	11%
4	CN(C)C=NC(=O)c1cc(C(=O)c2ccc(F)cc2)c[nH]1	-2%
5	COC(=O)c1ccc(COc2ccccc2/C=C(\C#N)C(=O)Nc2c(C)cccc2C)cc1	7%
6	N#CNC(=Nc1cccc(C(F)(F)F)c1)SCc1ccc(C(=O)O)cc1	21%[57.5 µM]
7	O=C(CSc1nc2ccccc2n1Cc1ccc(Cl)cc1)N/N=C/c1ccccc1C(=O)O	-11%
8	CCCS(=O)(=O)c1nc(S(=O)(=O)c2ccc(C)cc2)c(NCc2ccc3c(c2)OCO3)s1	1%
9	Nc1cccc(S(=O)(=O)Nc2ccc(Br)cc2)c1	-27%[57.5 µM]
10	CCOc1cnc(-c2c(-c3c(Cl)cccc3Cl)noc2C)o1	-5%
11	COc1ccc(-c2nc3c(=O)n(C)c(=O)[nH]c3n2CCc2ccccc2)cc1	-3%[57.5 µM]
12	O=C(c1cc(C(=O)N2CCOCC2)c2nc3ccccc3n2c1)c1ccccc1O	-11%[57.5 µM]
13	O=C(CN1C(=O)C2CCCCN2C(=O)c2ccccc21)Nc1ccc(F)cc1 (stereo unspecified)	2%
14	C=CCn1c(SCC(=O)Nc2cccnc2Cl)nnc1-c1ccc(Cl)cc1	10%
15	CC(=O)Oc1ccc(C(=O)OCC(=O)c2c(N)n(C)c(=O)n(C)c2=O)cc1OC(C)=O	4%

# The listing continues.
no.	smiles	ERK EGF block
16	O=C1CC(C(=O)N2CCC(N3CCC(C(=O)NC4CC4)CC3)CC2)c2ccccc21 (stereo unspecified)	-15%[57.5 µM]
17	COC(=O)c1ccc(C(NC(=O)OCc2ccccc2)/C(=C/[C@@H](C)C(=O)N(C)Cc2ccccc2)c2cccnc2)cc1 (stereo partly specified)	?
18	CCCCNC(=O)c1ccccc1NC(=O)CN(c1ccccc1)S(=O)(=O)N(C)C	5%
19	CN(C)NC(=O)c1ccsc1NC(=O)c1ccc(S(=O)(=O)N(C)C)cc1	-20%[57.5 µM]
20	CC(C)CCN1CCN(Cc2cccs2)CC1CCO (stereo unspecified)	-1%
21	O=c1c2cc(NC(=S)N3CCCCC3)ccc2nc2n1CCCCC2	-1%
22	Cc1ccc(/C=C/S(=O)(=O)NCC(=O)OCC(=O)N2CC(=O)Nc3ccccc32)cc1	-5%[57.5 µM]
23	CC(C)C(NS(=O)(=O)c1cccc2nsnc12)C(=O)NCc1ccco1 (stereo unspecified)	-2%[57.5 µM]
24	COc1cc(/C=N/NC(=O)CNC(=O)c2cccs2)ccc1O	3%
25	COc1ccc(OC)c(C(=O)NC(CC(N)=O)c2ccc(N3CCC(N4CCCC4)CC3)c([N+](=O)[O-])c2)c1 (stereo unspecified)	13%[57.5 µM]
26	CC(=O)Nc1ccc(-c2csc(N/N=C\c3ccncc3)n2)cc1	0%[57.5 µM]
27	Cc1cc2c(=O)oc(-c3ccc(F)cc3)nc2s1	6%
28	CSc1nc(S(=O)(=O)c2ccc(C)cc2)c(Cl)s1	3%
29	Cc1ccc(S(=O)(=O)c2nc(Nc3ccccc3)sc2Cl)cc1	7%
30	CC(C)(C)C(=O)/C(C#N)=C/c1cccs1	-10%[57.5 µM]

# Later entries:
no.	smiles	ERK EGF block
31	Cc1noc(C)c1-c1nc(CS(=O)(=O)c2ccc(F)cc2)no1	0%[57.5 µM]
32	CCOC(=O)c1ccc(NC(=S)N2CCC(C(N)=O)(N3CCCCC3)CC2)cc1	4%
33	COC(=O)CNC(c1ccccc1)c1cc(C)ccc1NS(=O)(=O)c1ccc(C)cc1 (stereo unspecified)	-9%
34	CC1=C/C(=N\Nc2ccccc2[N+](=O)[O-])CC(C)(C)C1	13µM*
35	Cc1ccc(-n2c(SCC(=O)Nc3cccc(S(=O)(=O)NC4=NCCCCC4)c3)nc3ccccc3c2=O)cc1	6%
36	CCOc1cc(CNCC(C)C)cc(Cl)c1OCc1ccccc1	-2%
37	CCCCCn1c(=S)[nH]c2cc(C(=O)N3CCCC3)ccc2c1=O	5%
38	C/C(=N/NC(=O)CNC(=O)c1ccncc1)c1ccc(Cl)cc1	1%[57.5 µM]
39	COc1cc(/C=N/NC(=O)C(=O)NCC2CCCO2)cc(Cl)c1O (stereo unspecified)	-12%[57.5 µM]
40	CCc1nnc(NC(=O)[C@@H](NC(=O)c2ccc(OC)cc2)C(C)C)s1	11%
41	CN(C)c1ncc2ncc(=O)n(C)c2n1	-4%
42	COCCCC1CCN(Cc2cn[nH]c2-c2cc(OC)c(OC)c(OC)c2)CC1	-7%
43	COc1ccc(CCC(=O)OCC(=O)Nc2ccc(C)c(S(=O)(=O)N(C)C)c2)cc1	3%
44	COC(CNC(=O)c1ccc2nc(-c3ccccc3)c(-c3ccccc3)nc2c1)OC	-1%
45	Cc1cc([N+](=O)[O-])ccc1NCc1ccccc1[N+](=O)[O-]	-1%

# Some of the entries so far, field by field:
37) CCCCCn1c(=S)[nH]c2cc(C(=O)N3CCCC3)ccc2c1=O
  ERK EGF block: 5%
43) COc1ccc(CCC(=O)OCC(=O)Nc2ccc(C)c(S(=O)(=O)N(C)C)c2)cc1
  ERK EGF block: 3%
42) COCCCC1CCN(Cc2cn[nH]c2-c2cc(OC)c(OC)c(OC)c2)CC1
  ERK EGF block: -7%
34) CC1=C/C(=N\Nc2ccccc2[N+](=O)[O-])CC(C)(C)C1
  ERK EGF block: 13µM*

# The listing continues:
no.	smiles	ERK EGF block
46	CNC1(C(N)=O)CCNCC1	9%[57.5 µM]
47	C/C(=N\NC(=O)c1cc2c(s1)CCC(C)C2)c1cccnc1 (stereo unspecified)	2%
48	CCn1ccnc1CN1CCN(CC(C)C)C(CCO)C1 (stereo unspecified)	2%
49	O=C(CSc1ccc2nnc(-c3ccncc3)n2n1)Nc1nccs1	1%
50	N=C1C(c2ccccc2)=C(O)CN1c1cccc(S(=O)(=O)NCc2ccco2)c1	-1%[57.5 µM]
51	CC(C)COc1ccc(C(=O)Nc2sc3c(c2C(=O)O)CC(C)(C)OC3)cc1	-2%
52	COCCCn1c(=N)c(C(=O)NC2CCCCC2)cc2c(=O)n3ccccc3nc21	-5%
53	COc1cccc(/C=N/Nc2cc(Cl)nc(C)n2)c1O	-6%
54	CCCCN=C1CC(C)(C)CC(=O)/C1=C(/O)CCC	-10%[57.5 µM]
55	O=C(CCc1ccc(S(=O)(=O)N2CCOCC2)cc1)N1CCc2ccccc2C1	?
56	OCC(O)/C=N/Nc1nc(N2CCCCC2)nc(N2CCCCC2)n1 (stereo unspecified)	3%
57	O=c1c2sccc2n(Cc2cc(=O)n3ccccc3n2)c(=O)n1-c1ccccc1	-3%
58	COc1ccccc1N1C(=O)C2CCC(c3ccccc3)CC2C1=O (stereo unspecified)	5%
59	Cc1[nH]c2ccccc2c1SCc1nnc(SCc2ccccc2)n1C	7%[57.5 µM]
60	COc1ccc(NC(=O)CC2Sc3ncnn3C2=O)cc1 (stereo unspecified)	1%

# By substructure, those above containing fluorine (6)
no.	smiles	ERK EGF block
2	CC1=NN(C(=O)c2ccc(Cn3cc(Br)c([N+](=O)[O-])n3)o2)C(O)(C(F)(F)F)C1 (stereo unspecified)	-4%
4	CN(C)C=NC(=O)c1cc(C(=O)c2ccc(F)cc2)c[nH]1	-2%
6	N#CNC(=Nc1cccc(C(F)(F)F)c1)SCc1ccc(C(=O)O)cc1	21%[57.5 µM]
13	O=C(CN1C(=O)C2CCCCN2C(=O)c2ccccc21)Nc1ccc(F)cc1 (stereo unspecified)	2%
27	Cc1cc2c(=O)oc(-c3ccc(F)cc3)nc2s1	6%
31	Cc1noc(C)c1-c1nc(CS(=O)(=O)c2ccc(F)cc2)no1	0%[57.5 µM]

# Additional records follow:
no.	smiles	ERK EGF block
61	COc1ccc(/C=C/C(=O)NCc2ccccn2)cc1OC	10%
62	CCCCn1c(N)c(N(CC)C(=O)CSc2nnnn2-c2cc(C)ccc2C)c(=O)[nH]c1=O	-1%
63	CSc1ccccc1NC(=O)c1ccccc1C	7%
64	Cc1ccc(C)c(-n2c(C)cc(/C=N/NC(=O)c3c(C)nc4cc(C)ccn34)c2C)c1	2%
65	CC1=CC(C)(C)N2C(=O)C(=O)c3cc(OC(=O)c4ccco4)cc1c32	1%
66	O=[N+]([O-])c1ccc(Cl)cc1CNc1ccc(F)c(F)c1	0%
67	Cc1snc2sc(C(=O)c3ccc(F)cc3)c(N)c12	2%[57.5 µM]
68	CCN(C(=O)COC(=O)c1cc(=O)[nH]c2ccccc12)C1CCS(=O)(=O)C1 (stereo unspecified)	-5%[57.5 µM]
69	O=C(COC(=O)c1ccccc1C(=O)c1ccccc1)NCCc1ccc(Cl)cc1Cl	6%
70	C=CCOc1cccc(CNCCCN2CCOCC2)c1	-1%
71	N#Cc1ccc(-c2nc3ccccc3nc2-c2ccccc2)cc1C#N	6%
72	O=C(CCN1C(=O)c2ccccc2S1(=O)=O)Nc1ccccc1O	-10%
73	COc1ccc(C(=O)Nc2ccc(C3(C#N)CCCC3)cc2)cc1	3%
74	CC(=O)Nc1ccc(/C(C)=N/NS(=O)(=O)c2ccccc2)cc1	1%
75	Cc1nn(-c2ccccc2)c(N)c1N=Nc1cccc(S(=O)(=O)N2CCOCC2)c1	?

# The results go on.
no.	smiles	ERK EGF block
76	CN(C(=O)c1ccccc1OC1CCN(S(C)(=O)=O)CC1)C1CCOC1 (stereo unspecified)	-3%
77	Cc1onc(-c2ccccc2)c1C(=O)NC(=S)NNC(=O)c1ccncc1	5%
78	CC(Sc1nc(N)c2c3c(sc2n1)CSC(C)(C)C3)C(=O)Nc1ccccc1 (stereo unspecified)	3%
79	O=C1CC(N2CCCc3ccccc32)C(=O)N1c1ccccc1Cl (stereo unspecified)	3%
80	CN1CCN(C(=O)CSc2ccc(Cl)cc2)CC1	1%
81	COc1cccc(/C(C)=N/NS(=O)(=O)c2ccc(Cl)cc2)c1	-12%
82	O=c1cc(N2CCCCC2)c(-c2ccccc2)n[nH]1	-6%
83	CC(C)CNC(=O)c1ccc(NC(=O)c2cccs2)cc1	7%
84	CC(C)C(CC(=O)N1CCCCC1)C1CCOC(C)(C)C1 (stereo unspecified)	-6%
85	COc1cc(/C=N/Nc2nc3ccccc3s2)ccc1OC(=O)c1ccccc1F	-7%
86	O=C(Nc1ccc(Br)cc1)C1OCCc2ccccc21 (stereo unspecified)	3%[57.5 µM]
87	O=C(O)CCCC(=O)N1CCc2cc(S(=O)(=O)NCc3ccc(F)cc3)ccc21	7%
88	COc1cccc(C(=O)COC(=O)c2n[nH]c(=O)c3ccccc23)c1	10%
89	COc1ccc(COCC(O)CN2CCc3ccccc3C2)cc1OC (stereo unspecified)	4%
90	COc1ccc(NC(=O)CN2CC(c3ccccc3)CC2=O)cc1OC (stereo unspecified)	10%

# Next section
no.	smiles	ERK EGF block
91	C=CCn1c(Sc2nncn2C)nc2c1c(=O)[nH]c(=O)n2C	3%
92	COc1ccccc1N1CCN(CCCNc2c(C)c(=O)n(C)c(=O)n2C)CC1	15%
93	CS(=O)(=O)c1ccc2sc(NC(=O)c3cc4ccccc4o3)nc2c1	5%[57.5 µM]
94	COc1ccc(NC(=S)NNC(=O)C2CC2c2ccc(C)cc2)cc1 (stereo unspecified)	-8%
95	Cc1ccc(S(=O)(=O)N2CCCCC2)cc1NC(=O)COC(=O)Cc1cccc(C(F)(F)F)c1	1%
96	CC1(C)CC(=O)/C(=C(\O)c2ccccc2)C(=NCCc2ccccc2)C1	6%
97	C=CCNC(=O)/C=C/c1ccc(C(C)C)cc1	-3%
98	Cc1nn(Cc2ccc(Cl)cc2Cl)c(Cl)c1/C=N/NC(=O)CNc1cccc(C(F)(F)F)c1	-1%
99	COc1ccc(NC(=O)/C=C/c2ccccc2[N+](=O)[O-])c(OC)c1	-3%
100	Cc1cc(C(C)(C)C)ccc1OCCOCCN1CCCC1	-6%
101	COc1ccc(Cl)cc1NC(=O)CN1CCC(n2nnc3ccccc32)CC1	2%
102	O=C(c1cc(-c2cccs2)nc2ccccc12)N1CCN(c2ccccc2O)CC1	7%
103	COc1cccc(N2CCN(C(c3ccccn3)c3nnnn3C(C)(C)C)CC2)c1 (stereo unspecified)	-3%
104	CCc1nc(SCc2ccccn2)[nH]c(=O)c1C	3%
105	CC(C)(C)C(=O)O/N=C(\N)c1ccc(-c2csnn2)cc1	2%[57.5 µM]

# Going on with the list:
no.	smiles	ERK EGF block
106	CC(C)c1ccccc1NC(=O)COC(=O)c1ccc(Cl)c(S(=O)(=O)N2CCCCCC2)c1	-8%
107	Nc1ccc(Br)cc1C(NCC(=O)O)c1ccccc1 (stereo unspecified)	9%
108	CCCC[C@@H]1C[C@H]1C(NC(=O)c1ccc(C(F)(F)F)cc1)c1ccc(C(=O)OC)cc1 (stereo partly specified)	4%
109	CCc1ccccc1NC(=O)CN(C)C(=O)CSc1nc2cc(Cl)ccc2s1	5%
110	CN(C)S(=O)(=O)c1ccc(S(=O)(=O)NC2CCOC(C)(C)C2)cc1 (stereo unspecified)	-1%
111	COc1ccc2nc(SC)c(C#N)cc2c1	5%
112	COc1ccc2c(c1)c(C(=O)N/N=C/c1cccc(O)c1)c(C)n2C	5%
113	O=C1ON=C(c2ccccc2)/C1=C/c1cccnc1	-1%
114	O=C(Cc1nnc(NC(=O)Nc2ccccc2)s1)Nc1ccccc1	1%[57.5 µM]
115	O=C(COC(=O)C1CCC(=O)N1)Nc1ccc(Oc2ccccc2)cc1 (stereo unspecified)	-8%
116	Cc1cc(O)c(NC(=O)c2ccc(C)c([N+](=O)[O-])c2)cc1C	2%
117	CN1C(=O)c2ccc(NC(=O)c3cccc(N4C(=O)CCC4=O)c3)cc2C1=O	24%
118	O=C(CN1C(=O)C2C3CCC(C3)C2C1=O)NCc1ccco1 (stereo unspecified)	-3%
119	O=[N+]([O-])c1cccc(-c2nnc(C3CC3)o2)c1	-9%[57.5 µM]

# Assay outcomes: PubChem BioAssay, National Center for Advancing Translational Sciences (NCATS)

# This is a subset; count on the stated rates, not on these rows.
